# Screening results deposited in PubChem BioAssay by National Center for Advancing Translational Sciences (NCATS).
# GLP1R inv ag – qHTS of GLP-1 Receptor Inverse Agonists (Inhibition Mode). Glucagon-like peptide 1 receptor (Homo sapiens), P43220. HEK293 GLP-1R CRE-luciferase, luminescence, 24 h; GLP-1R form is constitutively active. Potency, µM (doses to about 38.3 µM), for the others: at the top dose activity change, negative = inhibition, usual class: inhibitors. 410,000 compounds, 1.6% hits; also: potency is read from the fitted curve at half-maximal effect; % is scaled to controls: 0 for no effect and ±100 for the full control effect; nearly all actives have a fitted effect of over 55% in size
# Target sequence (P43220 whole entry, looked up): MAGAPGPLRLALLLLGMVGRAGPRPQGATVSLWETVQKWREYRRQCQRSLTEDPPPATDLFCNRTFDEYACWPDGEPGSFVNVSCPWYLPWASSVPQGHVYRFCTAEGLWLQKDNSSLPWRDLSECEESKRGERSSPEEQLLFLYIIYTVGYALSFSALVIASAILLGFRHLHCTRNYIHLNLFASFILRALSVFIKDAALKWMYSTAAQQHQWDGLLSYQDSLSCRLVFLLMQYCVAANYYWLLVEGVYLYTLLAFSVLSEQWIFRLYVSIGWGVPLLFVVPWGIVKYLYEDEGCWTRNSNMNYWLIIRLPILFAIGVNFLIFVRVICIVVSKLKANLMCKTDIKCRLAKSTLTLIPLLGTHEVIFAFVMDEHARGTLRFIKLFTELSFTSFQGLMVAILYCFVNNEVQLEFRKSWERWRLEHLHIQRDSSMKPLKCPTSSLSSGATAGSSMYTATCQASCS
#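 Using stably transfected HEK293 (constitutively active GLP-1R, cAMP-luciferase reporter), compounds were incubated 24 hr and luciferase measured by luminescence.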
# D3 antag – qHTS of D3 Dopamine Receptor Antagonist: qHTS | D3R cells, DiscoveRx beta-arrestin luminescence, antagonist mode; stronger effect = lower value | AID 652054, 2013 | 360,000 compounds, 2.5% hits | max response, negative = inhibition, %; in the data active = max response below about -50%; inconclusive = no clear call, values can overlap the other calls; also: % is scaled to controls: 0 for no effect and ±100 for the full control effect; mostly tested at two doses, the higher about 12 µM
# Target sequence (P35462 whole entry, looked up): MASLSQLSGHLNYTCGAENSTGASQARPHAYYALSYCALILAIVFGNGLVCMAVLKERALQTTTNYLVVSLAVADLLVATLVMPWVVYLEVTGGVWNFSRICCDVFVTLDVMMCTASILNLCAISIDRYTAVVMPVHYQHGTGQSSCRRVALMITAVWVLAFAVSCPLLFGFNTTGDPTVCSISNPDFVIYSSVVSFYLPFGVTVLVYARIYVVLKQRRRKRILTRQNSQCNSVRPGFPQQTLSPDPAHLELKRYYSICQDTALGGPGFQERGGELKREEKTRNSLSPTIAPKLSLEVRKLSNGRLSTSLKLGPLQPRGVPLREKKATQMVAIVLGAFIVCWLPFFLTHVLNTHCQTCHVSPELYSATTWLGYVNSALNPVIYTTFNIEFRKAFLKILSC
#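 Cells expressing the human receptor were seeded at 1500 cells/well, incubated overnight at 37 degrees C in 5% CO2, then exposed to library compounds with dopamine controls for 90 minutes at 37 degrees C before luminescent detection.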
# TDP43 rescue – qHTS of TDP-43 Inhibitors | TDP-43 expressing yeast growth rescue, BacTiter-Glo, 24 h | AID 652104, 2013 | Potency, µM (highest dose often 46.1 µM), for inactives: at the top dose growth rescue (activation), actives largely listed as activators | 410,000 compounds, 1.8% hits; also: potency is read from the fitted curve at half-maximal effect; % of control where 0% means no effect; nearly all actives have a fitted effect of over 50% in size
#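 In this qHTS, compounds that restore growth of yeast expressing TDP-43 appear as activators. Cells (OD600=0.02, galactose medium, raffinose-pregrown) are incubated with compound 24 hr at 30 deg C and growth is quantified by BacTiter-Glo.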
# PTHR1 agonist – qHTS for PTHR1 Agonists: Primary Screen; HEK293 GP2 PTHR1 cells, GloSensor cAMP luminescence, 1 h; 410,000 compounds, 0.075% hits; Potency, µM (doses to about 115 µM), for the others: top-dose activation, hits mostly activators; Parathyroid hormone/parathyroid hormone-related peptide receptor (Homo sapiens), Q03431; AID 743266, 2014; also: potency is read from the fitted curve at half-maximal effect; nearly all actives have a fitted effect of over 55% in size; some results filed as inactive show a strong effect at the top dose; inactives centre near -15; many of its hits are not listed in these tables
#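 HEK-293-derived GP2 cells expressing PTHR1 and a GloSensor cAMP reporter, 3,000/well, plated overnight, given luciferin plus IBMX (each 0.5 mM as added) for 1 h at 37 °C, then compound for 1 h at 37 °C. Luminescence was read after 15 min at room temperature.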
# FUS yeast rescue – qHTS for Suppressors of FUS Proteinopathy: Primary screen using FUS-linked yeast assay. S. cerevisiae FUS-expressing, growth rescue, OD600, 24 h. Potency, µM (doses to about 76.6 µM), without a hit: at the highest dose growth rescue (activation), most hits filed as activators. 390,000 compounds, 0.24% hits. AID 1347120, 2019;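 also: potency is read from the fitted curve at half-maximal effect; plate controls were DMSO vehicle for no effect and reference control for full effect; nearly all actives have a fitted effect of over 55% in size; some results filed as inactive show a strong effect at the top dose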
#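 Yeast FUS proteinopathy model; galactose-induced FUS (2%), starting OD 0.005. Cpds in dilution series, 24hr, 30C, 99% humidity. Abs 600 nm growth. Pos ctrl CP55940 (top 92uM final); neg ctrl DMSO.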
# GLP-1R agonist – qHTS of GLP-1 Receptor Agonists | Glucagon-like peptide 1 receptor (Homo sapiens), P43220 | Potency, µM (series often up to 45.6 µM), inactives show at the top dose activation, most hits filed as activators | 380,000 compounds, 0.007% hits | HEK293 GLP-1R CRE-luciferase, luminescence, 4-6 h; cells express a hypersensitive GLP-1R form; also: potency is read from the fitted curve at half-maximal effect; % of control where 0% means no effect
# pAkt inh – HTS Assay for Inhibitors of Akt Phophorylation: Primary Screen; Neuro2A IGF-stimulated pAkt S473 HTRF, 20 min; stronger effect = lower value; activity change, % for hits at 50 µM; 360,000 compounds, 0.32% hits; AID 651550, 2012; in the data active = activity change below about -80%; inconclusive = mostly about -51% to -80%; also: % is scaled to controls: 0 for no effect and ±100 for the full control effect
#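 Neuro2A cells (4,500/well, DMEM with 0.5% FBS) were treated with compound at a single 50 µM final concentration, stimulated with 6 nM IGF for 20 min at 37 °C, and lysed. Phospho-Akt Ser473 was read by HTRF as 665/615 ratio ×10^4.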
# aSyn yeast inh – qHTS of alpha-syn Inhibitors; Yeast expressing alpha-synuclein, growth rescue, BacTiter-Glo, 24 h; Potency, µM (series often up to 46.1 µM), without a hit: at the highest dose growth rescue (activation), most hits filed as activators; 370,000 compounds, 0.14% hits; also: potency is read from the fitted curve at half-maximal effect; % of control where 0% means no effect; nearly all actives have a fitted effect of over 65% in size
#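 Galactose-induced alpha-syn yeast (OD600=0.02, raffinose-pregrown) + pinned cpd, 24 hr, 30 deg C; growth by BacTiter-Glo luminescence. Growth restoration scores as activation.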
# Abeta rescue – qHTS for compounds that reverse cellular toxicity of Amyloid beta (A-beta) peptide in yeast: Primary Screen; yeast expressing A-beta42, growth rescue, OD600, 48 h; response scale: 0% DMSO, 100% iron-clioquinol control; Potency, µM (doses to about 46.1 µM), inactives show top-dose growth rescue, most hits filed as activators; 410,000 compounds, 0.063% hits; AID 1347071, 2019; also: potency is read from the fitted curve at half-maximal effect; nearly all actives have a fitted effect of over 55% in size
#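 Yeast growth medium received pinned compounds, then yeast cells expressing toxic A-beta were added; plates incubated at 30 C for 48 hr. Growth read as absorbance at 600 nm, normalized to DMSO and equimolar FeCl3 plus clioquinol controls.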
# An asterisk follows results filed as active; i = inactive; ? = inconclusive; . = no result given; [ ] = another dose, or the depositor's remark. Unless noted, calls follow the shape of the dose curve; as a rule, active = well fitted curve in the direction sought with a large enough effect; inconclusive = small, poorly fitted or top-dose-only effect, or another doubt; inactive = no such curve, though single readings can be large; an effect the other way counts as inactive or inconclusive.
SMILES,GLP1R inv ag,D3 antag,TDP43 rescue,PTHR1 agonist,FUS yeast rescue,GLP-1R agonist,pAkt inh,aSyn yeast inh,Abeta rescue
CCC(C)(C)NC(=O)C(c1ccco1)N(C(=O)CNC(=O)c1cccs1)c1cccnc1 (stereo not given),0%,-10,13%,19%,17%,0%,i,4%,5%
COC(=O)c1scc(-c2ccc(C)cc2)c1S(=O)(=O)N1CCN(c2cccc(OC)c2)CC1,?,.,?,-27%,37%,.,.,.,-8%
CCc1ccccc1S(=O)(=O)Cc1ccc(C(=O)NC(C)C)o1,-10%,-24,-2%,-16%,-13%,9%,i,6%,-20%
CN(C)Cc1nc2ccccc2c(=O)n1Cc1nc(-c2cccc([N+](=O)[O-])c2)cs1,2%,34,0%,-11%,26%,?,i,3%,15%
COc1cccc(CNC(=O)CSc2c3c(nc4ccc(Cl)cc24)CCCC3)c1OC,11%,.,?,-57%[inhibitor],19%,.,.,.,4%
COc1ccc(S(=O)(=O)Cc2ccccc2)cc1N,0%,-9,3%,?,30%,4%,i,-7%,-14%
O=C(c1ccc2c3c(cccc13)CC2)C1CCCN(C(=O)c2cccnc2)C1 (stereo not given),-28%,26,?,-54%[inhibitor],22%,10%,i,0%,-2%
CCOc1cc(C2NN=C(c3ccccc3)S2)ccc1OCc1ccc(F)cc1 (stereo not given),-13%,9,14µM*,-83%[inhibitor],6%,6%,i,-5%,-1%
CCOc1ccc(-c2nc(C)sc2CC(=O)O)cc1,-6%,-19,-10%,i,21%,1%,i,-9%,-18%
CC1CCCCN1S(=O)(=O)c1ccc(S(=O)(=O)N2CCN(c3ccc(F)cc3)CC2)cc1 (stereo not given),0%,5,-8%,-7%[57.5 µM],0%,-9%,i,?,8%
CCN(CC)CCNC(=O)c1ccc2c(c1)NC(=O)C(CS(=O)(=O)Cc1ccc(F)cc1Cl)N2 (stereo not given),9%,.,3%,?,?,.,.,.,-33%
CC1CC(C)CN(c2ncnc3c2cnn3C)C1 (stereo not given),25%,5,4%,i,1%,15%,i,-1%,-5%
Cc1nn(C)c(C(=O)N2CCc3ccccc32)c1Cl,6%,-3,?,i,26%,7%,i,-1%,4%
COc1cc(CNCCO)cc(Br)c1OCc1cccs1,?,2,-8%,-3%[57.5 µM],-20%,9%,i,-1%,11%
O=c1[nH]nc(-c2cc(-c3ccccc3)nc3ccccc23)o1,26%,15,8%,-3%,-21%,8%,i,7%,0%
CC(=O)Nc1ccc(SC[C@H](Cc2ccccc2)N2CC[C@@H](C)CCC2=O)cc1,-18%,24,?,-14%,37%,-1%,i,8%,-2%
COCCCN1C(=O)C(O)=C(C(=O)c2ccco2)C1c1ccc(Br)cc1 (stereo not given),13%,27,1%,-4%[57.5 µM],44%,-12%,i,0%,-13%
COC(=O)c1c(NC(=O)CC2Nc3ccccc3NC2=O)sc(C)c1C (stereo not given),-1%,-7,-6%,i,.,12%,i,-3%,-7%
COc1ccc(N2C(=O)[C@@H]3[C@H](C2=O)[C@H]2c4ccccc4C=CN2[C@@H]3C(C)=O)cc1,9%,-18,23%,i,.,-29%,i,6%,19%
COc1ccc(NC(=O)CC2C(=O)N(c3ccc(C)cc3)C(=O)N2CCc2ccccc2)cc1 (stereo not given),-29%,.,17%,-11%,?,.,.,.,-5%
Cc1ccccc1NC(=O)Nc1nnc([C@@H]2C[C@H](O)[C@@H](CO)O2)s1,30%,0,13%,-17%,-14%,-2%,i,-8%,-11%
COc1ccccc1N=C1SC(C(=O)Nc2cccc(Cl)c2Cl)C(N)=C1C(N)=O (stereo not given),?,-11,-10%,-33%[inhibitor],29%,6%,i,2%,14%
CCCCn1c(N)c(N(CCOC)C(=O)CSCc2c(C)noc2C)c(=O)[nH]c1=O,7%,3,-16%,5%,.,1%,i,6%,8%
O=C(Cc1cccs1)NCc1cccc(CNC(=O)Cc2cccs2)c1,2%,6,7%,i,-35%,0%,i,-4%,0%
CCOC(=O)N1CCC(NC(=O)c2cnc3n(c2=O)CCS3)CC1,0%,4,0%,i,-16%,4%,i,0%,5%
SMILES,GLP1R inv ag,D3 antag,TDP43 rescue,PTHR1 agonist,FUS yeast rescue,GLP-1R agonist,pAkt inh,aSyn yeast inh,Abeta rescue
CCOC(=O)c1sc(=NC(=O)c2ccc(OC(C)C)cc2)n(C)c1C,33%[activator],0,15%,i,-20%,6%,i,3%,-2%
CCN(CC)S(=O)(=O)c1ccc(C)c(NC(=S)NC2CCCCC2)c1,?,-18,-14%,i,26%,11%,i,12%,14%
CCN(CC)C(=O)C[n+]1ccc(C(N)=O)cc1,4%,-3,15%,0%,13%,-1%,i,1%,-20%
CC(C)c1nc2ccc(C(=O)NCc3ccc(N(C)C)cc3)cc2o1,3%,.,26%,-3%,-8%,.,.,.,1%
Cc1ccc(S(=O)(=O)N2CCC(C(=O)N3CCC3)CC2)cc1,-12%,13,-5%,-15%,0%,-2%,i,-6%,2%
CN(Cc1ccccc1)c1nc2c(c(=O)[nH]c(=O)n2C)n1CCSc1nc2ccccc2[nH]1,-12%,8,-8%,13%[57.5 µM],6%,13%,i,2%,22%
COc1ccc(-c2c([C@H]3[C@H]4C=CC[C@@H](C)[C@@H]4C(=O)N3Cc3ccccc3)ccc3ccccc23)cc1,?,1,10%,i,?,0%,i,1%,3%
CCOc1ccc(NC(=O)CN2CCN(CC(=O)Nc3ccc(F)c(F)c3)CC2)cc1,?,32,11%,i,-17%,-11%,i,1%,19%
CSc1ccc(Cn2c(C)c(C(=O)NCc3cccc(C)c3)sc2=O)cc1,?,0,?,-29%,7%,0%,i,-4%,-7%
COc1ccc(CC(=O)N2CCN(C(=O)Cc3ccc(OC)cc3)CC2)cc1,-17%,16,-5%,i,15%,-9%,i,-6%,2%
Cc1cccc(S(=O)(=O)NC(=O)C2(C)CCN2C(=O)Cc2cccs2)c1 (stereo not given),9%,-2,8%,i,-13%,-2%,i,10%,5%
CCOC(=O)C1=C(C)N(C)C(=O)NC1c1cc2c(cc1Br)OCO2 (stereo not given),?,-14,-14%,-11%,?,5%,i,-11%,-6%
CN(C)CCSc1nc(N)c2c3c(sc2n1)COC(C)(C)C3,0%,-30,-7%,1%[57.5 µM],13%,0%,.,-1%,0%
CCCNC(=O)Cn1nc(-c2ccc(C)c(C)c2)c2cnc3ccc(F)cc3c21,11%,.,16%,-36%,-21%,.,.,.,-2%
O=C(CCc1nc2cccnc2n1Cc1ccccc1)NCc1cccc(Cl)c1,-6%,.,23%,-44%[inhibitor],22%,.,.,.,-2%
CN(CCO)C(=O)c1cccc2c1-c1ccccc1C2=O,0%,-12,-17%,-6%[57.5 µM],28%,-5%,.,-9%,-2%
COc1cccc(C2SCC(=O)N2c2ccc(Cl)cc2)c1OC (stereo not given),?,-5,?,i,15%,5%,i,8%,-5%
COc1ccc(OC)c(/C=C/c2ccnc3ccccc23)c1,?,-14,2%,i,.,6%,i,-8%,-17%
CCC(Sc1nc2c(c(=O)n1CC)SC(C)C2)C(=O)OC (stereo not given),6%,-19,-15%,5%,-5%,4%,i,-6%,3%
CCN1CCN(c2ccc(S(=O)(=O)N3CCCCC3)cc2NC(=O)c2ccc(OC(F)F)cc2)CC1,?,-6,8%,-17%,3%,7%,i,1%,23%
COc1ccc(-c2ccc3c(c2)C2CC3CCN2C(=O)C2CCCCC2)cc1 (stereo not given),?,-14,-1%,-6%,28%,-2%,i,-11%,-10%
O=C1CCCCC1Oc1ccc2ccc(=O)oc2c1 (stereo not given),27%,13,-8%,i,19%,0%,i,4%,7%
Cc1ccc(C2=Nc3ccccc3N(CC(=O)Nc3ccccc3C)C(=O)C2)cc1C,3%,.,12%,-12%,-12%,.,.,.,0%
O=C(C1CCCCC1)N1C[C@H](n2cc(C3CC3)nn2)[C@@H](O)C[C@@H]1c1ccccc1,8%,-9,7%,-20%,-5%,11%,i,-2%,-8%
O=C(CSc1nccn1-c1cccc(F)c1)NC1CCCC1,6%,31,12%,-18%,.,-2%,i,7%,17%
CCNC(=O)NC(=O)C(C)Sc1nc2ccccc2c(=O)n1-c1cccnc1 (stereo not given),22%,2,-11%,i,6%,4%,i,3%,-1%
S=C(Nc1ccc(Cl)cc1Cl)N1CCCC1,7%,2,20%,-1%,-2%,-2%,i,-8%,23%
Cc1ccc(N(CC(=O)NCc2ccco2)C(=O)CCC(=O)Nc2nccs2)c(C)c1,10%,-3,-14%,-16%,8%,22%,i,-3%,-1%
CC1=C(C(=O)Nc2ccccc2)C(c2ccccc2Cl)n2ncc(C(=O)Nc3cccc(C)c3)c2N1 (stereo not given),?,.,0%,-4%,13%,.,.,.,-1%

# Looked up one by one from the list above (3):
SMILES,GLP1R inv ag,D3 antag,TDP43 rescue,PTHR1 agonist,FUS yeast rescue,GLP-1R agonist,pAkt inh,aSyn yeast inh,Abeta rescue
CCC(Sc1nc2c(c(=O)n1CC)SC(C)C2)C(=O)OC (stereo not given),6%,-19,-15%,5%,-5%,4%,i,-6%,3%
O=C1CCCCC1Oc1ccc2ccc(=O)oc2c1 (stereo not given),27%,13,-8%,i,19%,0%,i,4%,7%
CN(Cc1ccccc1)c1nc2c(c(=O)[nH]c(=O)n2C)n1CCSc1nc2ccccc2[nH]1,-12%,8,-8%,13%[57.5 µM],6%,13%,i,2%,22%

# Only part of the results is shown (hit frequency here may not be typical).
